Screening results as filed in PubChem.
PMI inhibitors = MPI enzyme activity inhibition – biochemical, fluorescence intensity, coupled assay, primary screen (AID 1209). hit rate 0.42% among 190,000. purified PMI enzyme, coupled fluorescence intensity; higher % means a stronger effect. inhibition, % at 20 µM, or IC50 in µM where a hit was titrated;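 further: plate controls were DMSO vehicle for no effect and wells lacking substrate for full effect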
NOD1 inhibition = inhibition of NOD1-driven NF-kB reporter – cell-based, luminescence, uHTS, primary screen (AID 1578). one-dose inhibition, % at 4 µM; EC50 in µM for titrated hits. hit rate 1% among 290,000. NOD1-driven NF-kB luciferase reporter cells, luminescence; higher % means a stronger effect; in the data active means inhibition mostly above about 36%, no sharp cut-off; inactive means mostly below about 34%;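 further: HEK-293T reporter cells stimulated with the NOD1 agonist gamma-tri-DAP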
KOR beta-arrestin-1 = KOR agonists, beta-arrestin recruitment, primary screen, cell-based, luminescence, uHTS (AID 1777); activation, % at 10 µM; hits with a dose series show EC50 in µM; KOR beta-arrestin recruitment, luminescence; higher % means a stronger effect; hit rate 0.02% among 280,000; in the data active means activation above about 50%, passing the limit was not always enough; further: a part of the inactive calls stands beside numbers as strong as those of hits
KOR beta-arrestin-2 = kappa opioid receptor blockers – cell-based, luminescence, uHTS (AID 1778) | KOR beta-arrestin recruitment, luminescence, antagonist mode; higher % means a stronger effect | inhibition, % at 10 µM; hits with a dose series show IC50 in µM | hit rate 0.091% among 290,000; further: strong numbers were not always called active
TNAP activation fold = human TNAP enzyme activators, primary screen, biochemical, luminescent, no phosphate acceptor, uHTS (AID 1001); one-dose activation fold at 20 µM; EC50 in µM for titrated hits; hit rate 0.03% among 200,000; purified TNAP, luminescent activation assay, no phosphate acceptor; higher activation fold means a stronger effect; in the data active means activation fold from about 3, or a potency from the dose series; inactive means the rest, 99 in 100 with activation fold below about 1.6; further: many of its hits are not listed in these tables
HEK293 NOD2/NF-kB = inhibition of NOD2-driven NF-kB reporter – cell-based, luminescence, uHTS, HEK293 (AID 1566). HEK293 NOD2/NF-kB luciferase reporter, luminescence; higher % means a stronger effect. inhibition, % at 4 µM, or EC50 in µM where a hit was titrated. hit rate 0.63% among 290,000; further: many of its hits are not listed in these tables
PMI inhibition = human PMI inhibitors, high substrate, primary screen, biochemical, fluorescence intensity, high mannose 6-phosphate (AID 1220). recombinant PMI enzyme, coupled fluorescence intensity; higher % means a stronger effect. one-dose inhibition, % at 20 µM; IC50 in µM for titrated hits. hit rate 0.66% among 190,000
XIAP antagonists = small molecules displacing peptide from XIAP – biochemical, IAP family, fluorescence polarization (AID 1018); XIAP BIR domain, fluorescence polarization peptide displacement; higher % means a stronger effect; displacement, % at 20 µM; hits with a dose series show IC50 in µM; hit rate 0.007% among 200,000; in the data active means displacement above about 50%; further: a part of the inactive calls stands beside numbers as strong as those of hits
LYP inhibition = inhibitors of LYP phosphatase, biochemical, fluorescence intensity, uHTS (AID 1779); one-dose inhibition, % at 11.5 µM; IC50 in µM for titrated hits; hit rate 0.054% among 290,000; recombinant LYP phosphatase, fluorescence intensity; higher % means a stronger effect;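 further: plate controls were vehicle with enzyme for no effect and no enzyme for full effect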
The depositor's hits bear a star. Unless noted, no stated cut-off is given here; in the data, active means inhibition above about 50%; inactive means the rest. An excerpt; rates above refer to the full screens.

Screening CCCn1nnnc1SCC(=O)N1CCOCC1 returned PMI inhibitors -9%, NOD1 inhibition -26%, KOR beta-arrestin-1 -3.6%, KOR beta-arrestin-2 3%, TNAP activation fold 1.1, HEK293 NOD2/NF-kB 18%, PMI inhibition -1%, XIAP antagonists -4.7% and LYP inhibition -8%.
`COc1ccc(-c2noc(CCC(=O)NCc3ccco3)n2)cc1` gave NOD1 inhibition -1%, KOR beta-arrestin-1 -0.8%, KOR beta-arrestin-2 7%, HEK293 NOD2/NF-kB 12% and LYP inhibition -4%.
COc1cc(Nc2ccc(C)cc2)c([N+](=O)[O-])nc1[N+](=O)[O-] was read as PMI inhibitors 8%, NOD1 inhibition -29%, KOR beta-arrestin-1 -0.9%, KOR beta-arrestin-2 -45%, TNAP activation fold 1, HEK293 NOD2/NF-kB 6%, PMI inhibition 8%, XIAP antagonists -12% and LYP inhibition 0%.
`O=C(CCS(=O)(=O)c1ccccc1)Nc1nc(-c2ccc(F)cc2)cs1` gave NOD1 inhibition 2%, KOR beta-arrestin-1 1.1%, KOR beta-arrestin-2 26%, HEK293 NOD2/NF-kB 6% and LYP inhibition -4%.
Screening CC1(C)CC(=O)C(N=Nc2ccc(C(F)(F)F)cc2[N+](=O)[O-])=C(O)C1 returned NOD1 inhibition 11%, KOR beta-arrestin-1 -2.1%, KOR beta-arrestin-2 -30%, HEK293 NOD2/NF-kB -12% and LYP inhibition 0%.
`CCCCN(CCCC)S(=O)(=O)c1ccc(NC(=O)c2ccc([N+](=O)[O-])cc2Cl)cc1` gave PMI inhibitors 19%, NOD1 inhibition 8%, KOR beta-arrestin-1 4.9%, KOR beta-arrestin-2 17%, TNAP activation fold 1.2, HEK293 NOD2/NF-kB -17%, PMI inhibition 6%, XIAP antagonists 1.0% and LYP inhibition -1%.
CN(C)c1ccc(NC(=O)c2ccc(Cn3cc([N+](=O)[O-])cn3)cc2)cc1 was read as PMI inhibitors 15%, NOD1 inhibition -44%, KOR beta-arrestin-1 -5.7%, KOR beta-arrestin-2 2%, TNAP activation fold 1, HEK293 NOD2/NF-kB -42%, PMI inhibition 37%, XIAP antagonists -2.3% and LYP inhibition -8%.
COc1ccc(C2CC(c3cccs3)=NN2C(=O)CSc2nnnn2C)cc1OC (stereo not given) was read as PMI inhibitors 2%, NOD1 inhibition -22%, KOR beta-arrestin-1 1.2%, KOR beta-arrestin-2 -19%, TNAP activation fold 1.1, HEK293 NOD2/NF-kB 10%, PMI inhibition -1%, XIAP antagonists -4.1% and LYP inhibition 8%.
O=C(CCOc1ccccc1)N1CCN(S(=O)(=O)c2cccs2)CC1 was read as PMI inhibitors 4%, NOD1 inhibition -31%, KOR beta-arrestin-1 3.9%, KOR beta-arrestin-2 -8%, TNAP activation fold 1.1, HEK293 NOD2/NF-kB 6%, PMI inhibition 4%, XIAP antagonists -0.4% and LYP inhibition -7%.
For COc1ccc2cc(/C=N/NC(=O)CN(c3ccccc3C)S(=O)(=O)c3ccccc3)c(Cl)nc2c1 the results were PMI inhibitors 9%, NOD1 inhibition -36%, KOR beta-arrestin-1 7.7%, KOR beta-arrestin-2 -15%, TNAP activation fold 1.2, HEK293 NOD2/NF-kB -26%, PMI inhibition -8%, XIAP antagonists -9.3% and LYP inhibition -7%.
O=C(CNC(=O)c1ccccc1)NCC(O)c1ccc([N+](=O)[O-])cc1 (stereo not given) was read as NOD1 inhibition -22%, KOR beta-arrestin-1 -0.1%, KOR beta-arrestin-2 12%, HEK293 NOD2/NF-kB -3% and LYP inhibition -9%.
`C=CCn1cc(/C=N/NC(=O)COc2cccc3cccnc23)c2ccccc21` gave PMI inhibitors -24%, NOD1 inhibition -23%, KOR beta-arrestin-1 4.1%, KOR beta-arrestin-2 -9%, TNAP activation fold 1.1, HEK293 NOD2/NF-kB 0%, PMI inhibition -31%, XIAP antagonists -0.6% and LYP inhibition -2%.

No new results follow: an excerpt of the list.
Screening CCCn1nnnc1SCC(=O)N1CCOCC1 returned PMI inhibitors -9%, NOD1 inhibition -26%, KOR beta-arrestin-1 -3.6%, KOR beta-arrestin-2 3%, TNAP activation fold 1.1, HEK293 NOD2/NF-kB 18%, PMI inhibition -1%, XIAP antagonists -4.7% and LYP inhibition -8%.
`COc1ccc(-c2noc(CCC(=O)NCc3ccco3)n2)cc1` gave NOD1 inhibition -1%, KOR beta-arrestin-1 -0.8%, KOR beta-arrestin-2 7%, HEK293 NOD2/NF-kB 12% and LYP inhibition -4%.
COc1cc(Nc2ccc(C)cc2)c([N+](=O)[O-])nc1[N+](=O)[O-] was read as PMI inhibitors 8%, NOD1 inhibition -29%, KOR beta-arrestin-1 -0.9%, KOR beta-arrestin-2 -45%, TNAP activation fold 1, HEK293 NOD2/NF-kB 6%, PMI inhibition 8%, XIAP antagonists -12% and LYP inhibition 0%.

(more compounds)
`Cn1cc(C(=O)C(=O)NCCc2ccccc2)c2ccccc21` gave NOD1 inhibition -17%, KOR beta-arrestin-1 -2.2%, KOR beta-arrestin-2 -16%, HEK293 NOD2/NF-kB 10% and LYP inhibition 0%.
`N#Cc1ccc(S(=O)(=O)N2CCCN(c3nc4ccc(Cl)cc4s3)CC2)cc1` gave NOD1 inhibition -10%, KOR beta-arrestin-1 0.9%, KOR beta-arrestin-2 -29%, HEK293 NOD2/NF-kB -5% and LYP inhibition -2%.
Screening O=C(Cn1cc(C(=O)C2CC2)c2ccccc21)NCC1CCCO1 (stereo not given) returned PMI inhibitors 4%, NOD1 inhibition -10%, KOR beta-arrestin-1 -1.9%, KOR beta-arrestin-2 8%, TNAP activation fold 1.2, HEK293 NOD2/NF-kB -5%, PMI inhibition 2%, XIAP antagonists 0.5% and LYP inhibition -1%.
N/C(=N\OC(=O)Nc1ccc(Cl)c(Cl)c1)c1ncc(C(F)(F)F)cc1Cl was read as PMI inhibitors 5%, NOD1 inhibition -30%, KOR beta-arrestin-1 -7.8%, KOR beta-arrestin-2 -17%, TNAP activation fold 1.1, HEK293 NOD2/NF-kB 6%, PMI inhibition -1%, XIAP antagonists -0.3% and LYP inhibition -5%.
Screening CCOC(=O)N1CCN(C(=O)CSc2ccc3nnc(CCNC(=O)c4ccc(OC)cc4)n3n2)CC1 returned PMI inhibitors 2%, NOD1 inhibition -16%, KOR beta-arrestin-1 -4.5%, KOR beta-arrestin-2 14%, TNAP activation fold 1.1, HEK293 NOD2/NF-kB -6%, PMI inhibition 6%, XIAP antagonists 1.5% and LYP inhibition -1%.
`Cc1ccc(-n2c(-c3cccc(C)c3)n[nH]c2=S)cc1` gave PMI inhibitors 3%, NOD1 inhibition 6%, KOR beta-arrestin-1 1.3%, KOR beta-arrestin-2 -8%, TNAP activation fold 1.1, HEK293 NOD2/NF-kB 8%, PMI inhibition 1%, XIAP antagonists 2.5% and LYP inhibition -9%.
`CCOC(CNC(=O)CCc1c(C)nc2nc(C)nn2c1C)OCC` gave PMI inhibitors 18%, NOD1 inhibition -12%, KOR beta-arrestin-2 -1%, TNAP activation fold 1.1, HEK293 NOD2/NF-kB 7%, PMI inhibition 8%, XIAP antagonists -7.5% and LYP inhibition -7%.
For CCn1nc(C(=O)Nc2ccc(S(=O)(=O)Nc3ncccn3)cc2)c2ccccc2c1=O the results were PMI inhibitors -6%, NOD1 inhibition -31%, KOR beta-arrestin-1 0.0%, KOR beta-arrestin-2 28%, TNAP activation fold 1, HEK293 NOD2/NF-kB 8%, PMI inhibition 0%, XIAP antagonists -7.4% and LYP inhibition 3%.
For Cc1cccn2c(=O)c(C=C(C#N)C#N)c(N3CCN(c4ccccc4)CC3)nc12 the results were NOD1 inhibition -14%, KOR beta-arrestin-1 -0.9%, KOR beta-arrestin-2 -17%, HEK293 NOD2/NF-kB 6% and LYP inhibition 16%.
Screening NC(=O)c1ccc(NC(=O)COc2cccc3ccccc23)cc1 returned NOD1 inhibition -9%, KOR beta-arrestin-1 -0.7%, KOR beta-arrestin-2 -5%, HEK293 NOD2/NF-kB 30% and LYP inhibition -5%.
`COCCn1c(SCC(=O)c2c(-c3ccccc3)n(C)c3ccccc23)nnc1-c1ccncc1` gave PMI inhibitors -5%, NOD1 inhibition -20%, KOR beta-arrestin-1 7.8%, KOR beta-arrestin-2 8%, TNAP activation fold 1.1, HEK293 NOD2/NF-kB 21%, PMI inhibition -10%, XIAP antagonists -2.7% and LYP inhibition 5%.
`COCCCN1C(=O)c2[nH]nc(-c3cc(C)cc(C)c3O)c2C1c1ccc(O)c(OC)c1` (stereo not given) gave PMI inhibitors 19%, NOD1 inhibition 0%, KOR beta-arrestin-1 -7.4%, KOR beta-arrestin-2 -11%, TNAP activation fold 1.1, HEK293 NOD2/NF-kB -8%, PMI inhibition 19%, XIAP antagonists 0.0% and LYP inhibition -2%.
For O=C(NC(=S)Nc1ccc(S(=O)(=O)Nc2nccs2)cc1)c1cccnc1 the results were PMI inhibitors -8%, NOD1 inhibition -26%, KOR beta-arrestin-1 -5.1%, KOR beta-arrestin-2 17%, TNAP activation fold 1.1, HEK293 NOD2/NF-kB 19%, PMI inhibition -7%, XIAP antagonists -3.6% and LYP inhibition 3%.
`CCc1ccc(C2N3CC4([N+](=O)[O-])CN2CC([N+](=O)[O-])(C3)C4(C)C)cc1` (stereo not given) gave PMI inhibitors 12%, NOD1 inhibition -34%, KOR beta-arrestin-1 1.1%, KOR beta-arrestin-2 13%, TNAP activation fold 1.2, HEK293 NOD2/NF-kB 6%, PMI inhibition 0%, XIAP antagonists -6.6% and LYP inhibition -7%.
COCCNC(=S)N1CCOCC1 was read as PMI inhibitors 17%, NOD1 inhibition -13%, KOR beta-arrestin-1 -1.6%, KOR beta-arrestin-2 3%, TNAP activation fold 1, HEK293 NOD2/NF-kB 10%, PMI inhibition 15%, XIAP antagonists -3.2% and LYP inhibition -1%.
`O=C(CCN1CCCC1=O)NC1CCCc2c1cnn2-c1ccc(F)cc1F` (stereo not given) gave NOD1 inhibition -16%, KOR beta-arrestin-1 0.8%, KOR beta-arrestin-2 -4%, HEK293 NOD2/NF-kB 16% and LYP inhibition -12%.
`CCN1CCc2c(OCC(=O)N3CCC(C)CC3)cccc2C1=O` gave PMI inhibitors -8%, NOD1 inhibition -25%, KOR beta-arrestin-1 -1.2%, KOR beta-arrestin-2 -12%, TNAP activation fold 1.1, HEK293 NOD2/NF-kB 3%, PMI inhibition -9%, XIAP antagonists -1.5% and LYP inhibition -6%.
For Cc1nnc(-c2cnn(-c3ccccc3)c2N)n1Cc1cccc(C(F)(F)F)c1 the results were PMI inhibitors 5%, NOD1 inhibition 8%, KOR beta-arrestin-1 -3.8%, KOR beta-arrestin-2 -13%, TNAP activation fold 1.1, HEK293 NOD2/NF-kB 19%, PMI inhibition 0%, XIAP antagonists -3.7% and LYP inhibition -4%.
For Cc1oc(-c2ccc(Cl)cc2)nc1CS(=O)CC(=O)NCc1ccccc1 (stereo not given) the results were NOD1 inhibition 8%, KOR beta-arrestin-1 -3.4%, KOR beta-arrestin-2 12%, HEK293 NOD2/NF-kB 9% and LYP inhibition -7%.
Screening COc1ccc(-c2cc(-c3cccs3)nc3sc(C#N)c(N)c23)cc1 returned PMI inhibitors -9%, NOD1 inhibition 27%, KOR beta-arrestin-1 2.4%, KOR beta-arrestin-2 -27%, TNAP activation fold 1.1, HEK293 NOD2/NF-kB 16%, PMI inhibition -6%, XIAP antagonists -5.9% and LYP inhibition -2%.
